CXCR6 block: blocks human CXCR6 beta-arrestin recruitment; inhibition, % at 20 µM; O00574; CHO-K1 PathHunter CXCR6 beta-arrestin, luminescence; 360,000 tested, 0.36% active; in the data active = inhibition above about 34%, passing the limit was not always enough;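 also: antagonist mode with CXCL16 agonist at 10 nM final; 0% = 10 nM CXCL16 with DMSO and 100% = unstimulated wells without agonist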
Target sequence (O00574 whole entry, looked up): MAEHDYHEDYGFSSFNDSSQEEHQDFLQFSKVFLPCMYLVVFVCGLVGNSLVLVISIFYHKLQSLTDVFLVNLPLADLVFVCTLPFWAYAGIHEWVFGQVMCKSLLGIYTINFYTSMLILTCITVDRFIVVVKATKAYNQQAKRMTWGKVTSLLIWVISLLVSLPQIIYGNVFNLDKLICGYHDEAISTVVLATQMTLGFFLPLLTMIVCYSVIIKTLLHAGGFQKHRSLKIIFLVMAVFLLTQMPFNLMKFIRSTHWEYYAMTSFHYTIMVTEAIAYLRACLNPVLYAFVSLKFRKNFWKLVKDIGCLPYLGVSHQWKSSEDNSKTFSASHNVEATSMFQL
Mdm2-MdmX inh: human Mdm2/MdmX binding inhibition | AID 485346 | 330,000 tested, 3% active | inhibition, % at 8 µM | SaOS-2 split-luciferase Mdm2/MdmX complementation, luminescence;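 active = inhibition of at least 50% at 8 µM in the primary screen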
Jurkat NFkB inh: lowers PMA/ionomycin-induced NF-kB signal in Jurkat cells. PMA/ionomycin-induced NF-kB luciferase reporter, luminescence. 330,000 tested, 0.53% active. AID 435003. inhibition, % at 4 µM; in the data active = inhibition above about 50%
CCR6 antag: antagonists of human CCR6 receptor | P51684 | CHO-K1 CCR6 PathHunter beta-arrestin, luminescence, CCL20-stimulated | inhibition, % at 20 µM | 340,000 tested, 0.49% active;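 active = compounds whose inhibition of the agonist-driven luminescence signal at 20 µM reaches about 50%, limit read from the data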;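 also: cells stimulated with CCL20 at 14 nM final; plate controls were DMSO with CCL20 for no effect and DMSO without agonist for full effect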
Target sequence (P51684 whole entry, looked up): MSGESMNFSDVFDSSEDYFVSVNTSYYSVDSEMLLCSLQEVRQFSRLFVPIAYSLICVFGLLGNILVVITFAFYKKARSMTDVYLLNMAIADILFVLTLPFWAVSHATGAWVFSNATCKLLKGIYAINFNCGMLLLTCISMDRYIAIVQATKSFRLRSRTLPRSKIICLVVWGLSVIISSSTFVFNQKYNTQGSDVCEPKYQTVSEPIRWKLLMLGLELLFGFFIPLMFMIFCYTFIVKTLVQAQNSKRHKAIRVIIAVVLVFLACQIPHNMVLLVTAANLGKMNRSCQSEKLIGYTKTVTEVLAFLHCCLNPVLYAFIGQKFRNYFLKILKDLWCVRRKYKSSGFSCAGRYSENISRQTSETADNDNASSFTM
EBI2 antag: EBI2 (human) antagonism. AID 651636. 360,000 tested, 0.81% active. P32249. inhibition, % at 5 µM. EBI2 beta-arrestin recruitment, luminescence, 7a,25-OHC stimulated; in the data active = inhibition above about 38%;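 also: enzyme fragment complementation signal reports receptor beta-arrestin coupling in cells; 0% = agonist plus DMSO wells and 100% = wells without agonist; some results beyond the cut were filed as inactive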
Target sequence (P32249 whole entry, looked up, the tested form may be a part): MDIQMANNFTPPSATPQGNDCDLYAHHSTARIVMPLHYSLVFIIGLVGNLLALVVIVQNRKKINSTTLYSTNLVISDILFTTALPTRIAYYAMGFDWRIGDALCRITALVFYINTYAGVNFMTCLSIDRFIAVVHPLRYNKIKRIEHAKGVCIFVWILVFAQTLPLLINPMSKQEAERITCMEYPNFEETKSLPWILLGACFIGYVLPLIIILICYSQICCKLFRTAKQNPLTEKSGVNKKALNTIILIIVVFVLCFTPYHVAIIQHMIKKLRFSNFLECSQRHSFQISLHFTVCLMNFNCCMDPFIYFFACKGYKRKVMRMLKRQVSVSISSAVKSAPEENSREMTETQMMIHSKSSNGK
697 NFkB inh: inhibitors of the PMA/ionomycin-induced NF-kB reporter in 697 B cells; 697 B-cell NF-kB luciferase reporter, 16 h; inhibition, % at 4 µM; 330,000 tested, 0.33% active; AID 435022; in the data active = inhibition above about 35%
Gli-Sufu antag: Gli-Sufu pathway antagonism. Sufu-KO-LIGHT fibroblasts, Gli luciferase reporter luminescence. inhibition, % at 5 µM. 340,000 tested, 0.74% active;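 active = inhibition above about 55%, limit read from the data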;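 also: 0% = DMSO-treated cells and 100% = wells with medium but no cells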
UPR XBP1 act: adaptive UPR (XBP1) activation; CHO-XBP1 luciferase reporter, IRE1-XBP1 UPR activation, luminescence; percent of tunicamycin response, DMSO as zero; activation, % at 20 µM; 330,000 tested, 0.33% active;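 active = versus positive control, 20 µM dose yields 30% or more activation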;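 also: 100% = tunicamycin at 10 µg/mL and 0% = DMSO only wells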
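Assay system: CHO-XBP1 luciferase reporter cells; Schedule: 6 h treatment, 37 °C; Detection: glow luminescence from Steady-Glo reagent; Benchmarks: high control tunicamycin 10 µg/mL final, low control DMSO vehicle only.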
UPR CHOP act: apoptotic UPR (CHOP) activation; 330,000 tested, 0.34% active; activation, % at 10 µM; AID 449763; CHO-CHOP luciferase reporter, luminescence; percent of tunicamycin response over DMSO baseline;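 active = at 10 µM dose, activation of 40% or more, normalized to positive control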;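 also: 100% = tunicamycin at 10 µg/mL and 0% = DMSO alone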
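System: CHO CHOP reporter cells. Amount: 500 cells per well. Buffer or medium: F12 medium, 10% FBS. Compound dosing: one dose, 10 µM in 0.5% DMSO. Incubation: 6 h compound exposure at 37 °C after overnight seeding. Technique: Steady-Glo luciferase luminescence. Benchmarks: tunicamycin and DMSO controls.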
* = called active by the depositor; · = not tested or not shown.

SMILES | CXCR6 block | Mdm2-MdmX inh | Jurkat NFkB inh | CCR6 antag | EBI2 antag | 697 NFkB inh | Gli-Sufu antag | UPR XBP1 act | UPR CHOP act
Cc1cc(NC(=O)c2cncc(Br)c2)ccc1NC(=O)c1cc2ccccc2o1 | -2 | 74* | 8 | -15 | 1 | -50 | 3 | 35* | 26
Cc1ccc(S(=O)(=O)N(C)C)cc1NC(=S)NC(=O)C12CC3CC(CC(C3)C1)C2 | 14 | 19 | 27 | 36 | -13 | -62 | 66* | 2 | 39
O=C(N/N=C/c1ccc(O)cc1O)C(=O)N/N=C/c1ccc(O)cc1O | -25 | 22 | 4 | 23 | -5 | -41 | 12 | -4 | 3.1
Cc1ccc2c(c1)c1c3n2CCN(CCC(=O)O)C3CCC1 (configuration not stated) | 10 | 22 | -3 | -1 | 0 | -9 | 10 | -5 | 1.8
CN(C)N1C(N)=C(C#N)C(c2ccsc2)C2=C1CC(C)(C)CC2=O (configuration not stated) | -5 | -10 | 7 | 10 | 4 | -19 | 6 | 1 | -0.3
CCS(=O)(=O)N1CCCC(C(=O)NCCN(C)Cc2ccccc2)C1 (configuration not stated) | 9 | 19 | 2 | 0 | 1 | 26 | 9 | -1 | 1.2
COc1ccc(-c2nnnn2-c2ccc(F)cc2F)cc1 | 8 | 5 | 6 | 13 | 10 | -12 | 1 | 0 | -2.4
CCN(C(=O)CCS(=O)(=O)c1cc2c(cc1Cl)NC(=O)CO2)c1ccccc1 | -8 | 1 | -7 | 6 | -4 | -1 | 5 | -1 | -2.2
Cc1ccc(S(=O)(=O)Nc2cccc(C(=O)NCc3ccc(S(N)(=O)=O)cc3)c2)cc1 | -11 | 24 | 12 | 3 | 0 | 11 | 3 | -4 | -0.5
CCOc1cc(/C=C2/C(=N)N3OC(C)=CC3=NC2=O)ccc1OC(=O)c1ccco1 | 6 | 19 | 5 | 12 | -7 | 9 | -8 | 4 | -0.8
Cc1nn(C(C)C(=O)N2CCc3ccccc32)c(C)c1[N+](=O)[O-] (configuration not stated) | -5 | 23 | 14 | 7 | -5 | -7 | 9 | -3 | 0.1
Cc1c(Cl)cn2c(=O)cc(CN(C)Cc3nc4ccccc4c(=O)[nH]3)nc2c1Cl | · | 2 | -10 | · | · | -11 | · | 1 | -2.0
CCOC(=O)c1cc(C#N)c(N2CCN(c3ccccn3)CC2)nc1-c1ccccc1 | 7 | 14 | -3 | 31 | 24 | 15 | 14 | -3 | 0.7
Cc1nn(C(=O)c2nn(C)cc2[N+](=O)[O-])c(C)c1Cl | -6 | 22 | -10 | -4 | 2 | 7 | 3 | -3 | 0.2
CCCN1C(=O)C(NC(=O)c2ccncc2)(C(F)(F)F)C2=C1CC(C)(C)CC2=O (configuration not stated) | 0 | -3 | 4 | -7 | 4 | -1 | -1 | -2 | -1.2
CCOc1ccc(CCNC(=O)COC(=O)c2cccs2)cc1OCC | 4 | 2 | 12 | 0 | 1 | -15 | 7 | 0 | 0.5
Cc1cccc(-n2cnc(C(=O)O)c2)n1 | 3 | 19 | 0 | -8 | -12 | 2 | 13 | -2 | 0.5
CCC1(c2ccc(Cl)cc2)NC(=O)N(CC(=O)NC2(C#N)CCCCC2)C1=O (configuration not stated) | 7 | 1 | 8 | 12 | -7 | 16 | -11 | 0 | 0.8
Cc1ccc(C2(C)NC(=O)N(CC(=O)NC3CCCCC3)C2=O)cc1 (configuration not stated) | 2 | 21 | -8 | 9 | -4 | 15 | -10 | 2 | -0.7
CCc1ccc(C(O)(CNCc2ccccc2)c2ccccc2)cc1 (configuration not stated) | 0 | 13 | -23 | 6 | 3 | -16 | 3 | -2 | -1.0

Reprinted from the part before: five compounds; new compounds follow.
SMILES | CXCR6 block | Mdm2-MdmX inh | Jurkat NFkB inh | CCR6 antag | EBI2 antag | 697 NFkB inh | Gli-Sufu antag | UPR XBP1 act | UPR CHOP act
CCOc1ccc(CCNC(=O)COC(=O)c2cccs2)cc1OCC | 4 | 2 | 12 | 0 | 1 | -15 | 7 | 0 | 0.5
Cc1cccc(-n2cnc(C(=O)O)c2)n1 | 3 | 19 | 0 | -8 | -12 | 2 | 13 | -2 | 0.5
CCC1(c2ccc(Cl)cc2)NC(=O)N(CC(=O)NC2(C#N)CCCCC2)C1=O (configuration not stated) | 7 | 1 | 8 | 12 | -7 | 16 | -11 | 0 | 0.8
Cc1ccc(C2(C)NC(=O)N(CC(=O)NC3CCCCC3)C2=O)cc1 (configuration not stated) | 2 | 21 | -8 | 9 | -4 | 15 | -10 | 2 | -0.7
CCc1ccc(C(O)(CNCc2ccccc2)c2ccccc2)cc1 (configuration not stated) | 0 | 13 | -23 | 6 | 3 | -16 | 3 | -2 | -1.0
Cc1ccc(CC(CC(=O)O)C(=O)Nc2ccc(Cl)cc2)cc1 (configuration not stated) | -17 | -24 | 0 | 5 | -2 | -33 | 5 | -4 | -1.1
CCCNC(=O)c1c(O)c2cccc3c2n(c1=O)CCC3 | 5 | · | · | 18 | 11 | · | 2 | · | ·
COc1ccc(C2/C(=C(\O)c3ccc4c(c3)CC(C)O4)C(=O)C(=O)N2Cc2cccnc2)c(OC)c1 (configuration not stated) | 0 | 24 | -6 | 15 | -14 | 2 | 3 | -3 | -0.4
O=C(COC(=O)c1c(Cl)cccc1Cl)NCC1CCCO1 (configuration not stated) | -9 | 5 | 5 | 5 | -3 | 2 | 1 | -2 | 0.8
O=C(NCC1CCCCC1)c1cc(S(=O)(=O)N2CCCCC2)ccc1N1CCOCC1 | -5 | -5 | 5 | -4 | -6 | 11 | 28 | 0 | 0.6
COc1ccc(-c2nnn(CC(=O)N(Cc3ccco3)C(C(=O)NCC3CCCO3)c3ccco3)n2)cc1 (configuration not stated) | -18 | -35 | 8 | 2 | -7 | -4 | -6 | -3 | 0.8
O=C(CSc1nc(=O)n(CCCN2CCOCC2)c2c1CCCC2)Nc1ccc(Cl)cc1 | -6 | 15 | 8 | 16 | -7 | 2 | 19 | 4 | 1.3
CCCC/C(O)=C1\C(=O)CCCC1=NCCc1c(C)[nH]c2ccccc12 | 7 | 31 | -3 | 13 | 4 | 14 | 2 | -2 | -0.1
Cc1[nH][nH]c(=O)c1C(c1ccc(-c2ccccc2C(=O)O)o1)c1c(C)[nH][nH]c1=O | 12 | · | · | 7 | 9 | · | 5 | · | ·
CC1CC(C)CN(C(=O)Cn2c(=O)oc3cc(S(=O)(=O)N4CCCC4)ccc32)C1 (configuration not stated) | 2 | -10 | 6 | 3 | -7 | 9 | -14 | -2 | 0.4
Cc1ccccc1N(C(=O)Cc1ccsc1)C(C(=O)NC1CCCCC1)c1ccc(F)cc1 (configuration not stated) | -1 | 8 | 4 | 7 | -3 | 20 | 5 | 0 | -0.4
O=C(NCc1nc(-c2ccc(Cl)cc2)no1)c1ccco1 | 8 | 7 | 4 | 7 | 6 | -9 | -10 | 2 | 1.7
O=C(c1ccco1)N1CCN(Cc2cc(=O)c(OCc3c(F)cccc3Cl)co2)CC1 | -6 | 11 | -4 | 13 | -4 | 10 | -3 | 4 | -1.5
CCc1ccc(N2CC(C(=O)OCC(=O)Nc3ccc(C(C)=O)cc3)CC2=O)cc1 (configuration not stated) | -4 | 0 | -1 | 1 | -6 | 13 | 1 | 1 | 0.7
COc1ccc(Nc2ccc(S(=O)(=O)N3CCCCCC3)cc2[N+](=O)[O-])cc1 | 15 | 13 | 18 | 14 | 28 | -7 | 12 | -3 | 2.0
CCCc1nnc(NC(=O)c2ccc([N+](=O)[O-])cc2)s1 | 1 | -12 | -11 | 14 | -4 | -15 | -19 | 7 | 1.7
Clc1ccc(Oc2ccccc2)c2ncccc12 | -10 | 20 | 12 | 9 | 0 | -6 | -4 | 4 | 1.7
CC(NC(=O)/C(=C/c1ccc(OC(F)F)cc1)c1ccccc1)c1ccccc1 (configuration not stated) | 11 | -14 | -16 | 19 | 18 | -54 | -1 | -2 | 0.7
O=C(O)c1cccnc1C(=O)N1CCc2c([nH]c3ccccc23)C1C(F)(F)F (configuration not stated) | -2 | 10 | -24 | 2 | 1 | -10 | 4 | -3 | -0.4
O=C(Nc1cccc(-c2cccc(F)c2)c1)C1CCN(C2CCC2)CC1 | -10 | 49 | 1 | -1 | 3 | -5 | 30 | -2 | 0.3
Cc1ccc2c(c1)N(C(=O)CCC(=O)N1CCCCC1)CCO2 | -1 | 18 | -8 | 5 | -1 | -9 | 13 | -3 | -2.8
Cc1ccc(NC(=O)C(=O)c2c(-c3ccccc3)cc3ccccn23)cc1S(=O)(=O)N1CCOCC1 | 3 | -18 | 15 | 5 | -2 | 10 | 8 | -7 | 0.3
CN(C(=O)c1ccc(S(=O)(=O)c2cccc(Cl)c2)c([N+](=O)[O-])c1)C1CCCCC1 | -15 | 73* | 13 | 3 | 9 | -25 | · | -1 | 12
COC(=O)Nc1cc([N+](=O)[O-])ccc1OC | 1 | 1 | -8 | -5 | -7 | 7 | -9 | 0 | 0.8
CCOC(=O)c1ccc(NC(=O)CNNC(=O)COc2ccccc2C)cc1 | -3 | -4 | 7 | 1 | 16 | 17 | -8 | -1 | -0.2
CCC(=O)Nc1nnc(/C=C/c2ccccc2)s1 | -2 | -27 | -32 | 5 | 15 | -36 | -46 | 4 | 12
CCOc1ccccc1NC(=O)Nc1ccc2c(c1)OCO2 | -2 | 13 | -18 | 14 | -13 | -28 | -18 | 4 | 3.9
Cc1oc2cc(O)ccc2c(=O)c1Oc1ccc(F)cc1 | 5 | 5 | -11 | 5 | 0 | 3 | 12 | -6 | -1.1
CCn1c(SC(C)C(=O)Nc2nnc(C)s2)nnc1-c1ccco1 (configuration not stated) | -6 | -8 | 4 | 6 | 7 | 11 | -20 | -1 | 0.9
COC(=O)c1cc(C(=O)N2CCOCC2)cc([N+](=O)[O-])c1 | -8 | -33 | -3 | -11 | -6 | 16 | 13 | 3 | -0.6
O=C(c1cc(C2CC2)nn1-c1ccccc1)N1CCN(c2ccc(O)cc2)CC1 | -6 | -19 | -5 | 3 | -4 | -27 | 2 | 0 | -0.1
COc1cc(O)cc(/C=C/c2ccccc2)c1 | 0 | · | · | 9 | -4 | · | 0 | · | ·
Cc1cccc(C)c1NC(=O)CNc1ncnc2sc(C)c(C)c12 | -2 | -22 | 12 | -5 | -13 | -5 | 18 | -3 | 0.9
O=C(COc1ccc(Cl)cc1)Nc1ncc([N+](=O)[O-])s1 | 4 | · | · | 17 | 5 | · | -33 | · | ·
O=[N+]([O-])c1c(Nc2ccc(O)cc2)cc(N2CCOCC2)c2nonc12 | 20 | 51* | 0 | 20 | -2 | -24 | -3 | 3 | -0.4
Cc1cc(C(=O)CN2C(=O)NC3(CCCc4ccccc43)C2=O)c(C)n1Cc1cccs1 (configuration not stated) | -1 | 10 | -15 | -10 | 14 | -21 | -6 | 5 | 2.9
COc1cc(Cl)ccc1NC(=O)COc1ccccc1C(=O)NN | -12 | 7 | -7 | 13 | 7 | -10 | -4 | 1 | -0.2
CC1(C(=O)O)CCC(C(=O)N2CCCCC2)C1(C)C (configuration not stated) | -4 | 13 | 6 | 8 | 0 | 14 | · | 0 | 0.3
Cc1csc(NC(=O)CSc2nnc(-c3ccncc3)o2)n1 | 3 | 13 | -15 | -5 | -3 | -16 | -14 | -3 | -0.3
CCOC(=O)c1sc(NN=C(C(=O)OC)C(=O)OC)c(C(=O)OCC)c1C | 15 | 49 | 3 | 39 | 30 | 7 | -2 | -2 | 1.3

Compounds as they come; 5% or so of the library scored in one or more.
